EBNA-1 inhibitor = EBNA-1 DNA-binding inhibitors, primary screen, biochemical, fluorescence polarization; inhibition, % at 14.8 µM; 300,000 compounds, 0.34% hits; in the data active = inhibition above about 28%
PP5 inh = PP5 phosphatase inhibitors, primary screen, biochemical, fluorescence. Serine/threonine-protein phosphatase 5 (Homo sapiens), P53041. inhibition, % at 6.7 µM. purified PP5c, OMFP substrate fluorescence. 320,000 compounds, 0.18% hits. AID 1987, 2009;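 active = inhibition above the campaign's mean inhibition across all tested compounds plus 3 SD, cut at about 9.5% in these data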;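 note: 0% = DMSO only and 100% = 100 µM cantharidin control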
PREPL inh = PREPL enzyme inhibitors, primary screen, biochemical, fluorescence polarization. 320,000 compounds, 0.68% hits. Prolyl endopeptidase-like (Homo sapiens), Q4J6C6. recombinant PREPL, fluorescence polarization activity-based probe. inhibition, % at 5.96 µM; in the data active = inhibition above about 43%;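 note: 0% = enzyme with DMSO and 100% = wells lacking enzyme; many of its hits are not listed in these tables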
Target sequence (Q4J6C6 whole entry, looked up): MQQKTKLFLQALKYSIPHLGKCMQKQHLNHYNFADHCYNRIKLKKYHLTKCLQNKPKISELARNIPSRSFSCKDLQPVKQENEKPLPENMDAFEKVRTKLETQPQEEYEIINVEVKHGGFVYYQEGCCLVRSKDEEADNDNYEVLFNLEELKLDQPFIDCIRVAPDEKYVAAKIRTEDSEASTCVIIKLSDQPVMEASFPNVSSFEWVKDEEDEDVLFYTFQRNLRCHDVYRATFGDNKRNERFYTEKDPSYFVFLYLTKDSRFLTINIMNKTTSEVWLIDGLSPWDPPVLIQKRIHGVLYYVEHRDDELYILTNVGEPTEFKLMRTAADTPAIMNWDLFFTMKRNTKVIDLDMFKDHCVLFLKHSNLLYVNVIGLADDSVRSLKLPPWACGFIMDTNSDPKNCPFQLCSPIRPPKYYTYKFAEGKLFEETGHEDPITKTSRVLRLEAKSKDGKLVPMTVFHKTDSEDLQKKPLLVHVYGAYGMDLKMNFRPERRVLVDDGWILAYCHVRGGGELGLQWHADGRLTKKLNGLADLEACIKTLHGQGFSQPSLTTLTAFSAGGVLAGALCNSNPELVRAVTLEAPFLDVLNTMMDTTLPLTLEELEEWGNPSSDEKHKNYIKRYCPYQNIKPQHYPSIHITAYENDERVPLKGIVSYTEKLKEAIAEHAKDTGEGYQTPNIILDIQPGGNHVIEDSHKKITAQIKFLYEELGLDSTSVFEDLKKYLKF
TPT1 inhibitor = Candida albicans TPT1 enzyme inhibitors, primary screen, biochemical, fluorescence polarization; recombinant caTPT1, FP RNA substrate dephosphorylation; inhibition, % at 5 µM; 300,000 compounds, 0.81% hits;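 active = inhibition above the mean of all tested compounds plus 3 SD, set per screening campaign, cut at about 24% in these data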;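 note: plate controls were DMSO alone for no effect and ferristatin control at 100 nM for full effect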
Fh CTSL1 inh = Fasciola hepatica cathepsin L1 inhibitors, primary screen, counter-screen for PFM18AAP inhibitor project, biochemical, QFRET, fluorogenic peptide substrate; recombinant F. hepatica cathepsin L1, Z-Leu-Arg-MCA fluorescence; inhibition, % at 5.96 µM; 300,000 compounds, 0.49% hits;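 active = inhibition above the mean of all tested compounds plus 3 SD, set per screening campaign, cut at about 17% in these data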;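 note: 0% = plate median of test compound wells and 100% = 1 µM Z-Phe-Ala-diazomethylketone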
PP1 counter = PP1-alpha phosphatase inhibitors, primary screen, counter-screen for PP5 inhibitor project, biochemical, fluorescence, OMFP substrate, single point. purified PP1alpha. inhibition, % at 6.7 µM. 320,000 compounds, 0.9% hits. AID 2235, 2010;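 active = inhibition above the mean inhibition of all tested compounds plus 3 SD, computed separately for each screening campaign, cut at about 15% in these data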
HCV core dimer = inhibitors of HCV core protein dimerization, primary screen, biochemical, TR-FRET, high-throughput | TR-FRET GST/Flag-core106 dimerization, 1536-well | inhibition, % at 5 µM | 300,000 compounds, 0.33% hits | AID 1899, 2009;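 active = inhibition above the mean of all tested compounds plus 3 SD, set per screening campaign, cut at about 45% in these data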
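System – GST-tagged and Flag-tagged HCV core protein residues 1-106 · Repeats – one well for each compound · Technique – TR-FRET 671 and 617 nm emission · Doses – one concentration, 5 µM, in 0.5% DMSO · Times – 4 h, 22.5 °C incubation · Also added – Eu donor and XL665 acceptor anti-tag antibodies · Measure – percent inhibition of core106 dimerization signal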
ZTA counter = ZTA (EBV) inhibition in EBNA-1 counter-screen. AID 2234. 320,000 compounds, 0.15% hits. ZTA-DNA binding, fluorescence polarization. inhibition, % at 11 µM; in the data active = inhibition above about 33%
Target sequence (P03206 whole entry, looked up): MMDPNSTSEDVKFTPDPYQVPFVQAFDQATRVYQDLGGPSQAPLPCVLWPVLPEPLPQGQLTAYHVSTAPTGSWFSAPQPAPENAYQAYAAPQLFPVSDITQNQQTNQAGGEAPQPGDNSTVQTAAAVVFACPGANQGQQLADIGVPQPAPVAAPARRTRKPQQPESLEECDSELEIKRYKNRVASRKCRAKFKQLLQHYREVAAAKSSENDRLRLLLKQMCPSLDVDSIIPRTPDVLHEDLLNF
Efflux pump mplx = inhibitors of Candida efflux pumps in yeast, primary screen, S. cerevisiae, Nile Red, multiplex. S. cerevisiae Candida pump triplex. inhibition, % at 10 µM. 330,000 compounds, 0.44% hits. AID 485275, 2010;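 active = plate passing quality check with inhibition over a set limit, or well fluorescence over plate mean plus 4 SD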;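 note: Nile Red retained in pooled yeast measured as flow cytometry median fluorescence; 0% = buffer negative control and 100% = Enniatin B positive control; higher means more Nile Red kept so more efflux inhibition; some compounds called inactive have numbers as strong as hits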
* = called active by the depositor; . = not tested or not shown. These rows are one share of the data. The share of hits here may be higher or lower than overall.

SMILES	TPT1 inhibitor	Fh CTSL1 inh	PREPL inh	PP5 inh	Efflux pump mplx	HCV core dimer	PP1 counter	ZTA counter	EBNA-1 inhibitor
O=C(COC(=O)c1ccc(F)cc1Cl)Nc1cccc(S(=O)(=O)N2CCOCC2)c1	.	.	26.3	1.3	0.1	.	1.2	-13.0	.
CNC(=S)Nc1ccc2nc(C)c(C)nc2c1	2.5	2.2	0.5	3.8	0.0	0.9	1.5	-7.7	-5.9
N#Cc1ccc(NC(=O)c2sc3cc(C(F)(F)F)cnc3c2-c2cccs2)cc1	2.2	1.8	-7.0	3.6	0.1	-84.5	-0.5	5.7	0.1
O=C(OCc1ccccc1F)c1ccc2c(c1)-c1ccccc1C2=O	0.5	-2.5	15.2	0.3	-0.1	2.6	-5.5	-15.5	-2.2
CC(Oc1ccccc1)C(=O)NNC(=O)c1cccs1 (centres undefined)	3.9	-0.8	-1.9	-0.5	-0.2	-2.3	-0.2	2.8	-0.9
COCCCNC(=S)NNC(=O)c1ccccc1Br	-0.8	-0.8	1.0	1.6	0.0	-6.4	-1.0	-2.1	-2.7
COc1cc(C(=O)NCC(=O)NCC(c2ccco2)N2CCCCC2)cc(OC)c1OC (centres undefined)	.	.	19.9	0.4	0.4	.	-2.9	-6.6	.
CCOC(=O)C1NN=C(C(=O)c2ccccc2)C1c1ccc(OC)cc1 (centres undefined)	-4.6	-6.5	-2.4	1.6	1.4*	7.4	-1.3	-15.1	-9.0
Cc1ccc(S(=O)(=O)n2nc(-c3cccnc3)nc2N)cc1	3.8	-0.5	8.3	1.9	0.2	-1.9	-0.1	12.1	5.8
Fc1cccc(F)c1-n1c(CN2CCCCC2)csc1=S	4.4	2.8	2.2	1.2	0.1	-0.1	-8.1	-6.5	-4.9
Cc1cccc(C(=O)N=c2sccn2C)c1[N+](=O)[O-]	4.5	0.0	0.4	2.6	0.5	9.2	2.4	-0.8	7.4
COc1ccc(CN2C(=O)c3ccccc3C2C(=O)NCC2CCCO2)c(OC)c1 (centres undefined)	-6.0	0.1	-7.6	-1.1	0.0	-4.2	-2.5	3.5	9.7
CC1(C)CC(=O)C2=C(C1)N(c1ccc(F)cc1)C(=O)C2(NC(=O)c1ccccc1F)C(F)(F)F (centres undefined)	0.5	3.8	4.2	-0.8	0.7	-2.7	-0.6	0.9	1.1
COCCNC(=O)C(c1cccnc1)N(Cc1ccc(C)cc1)C(=O)Cn1nnc2ccccc21 (centres undefined)	-1.3	-3.8	7.2	-2.3	0.0	-0.2	-2.3	-11.5	-12.6
Nc1ccnc(C(F)(F)F)c1C(=O)c1ccccc1	-1.2	3.3	-6.1	0.9	0.0	11.3	-4.0	3.0	3.5
COc1ccc(C(=O)Nc2ccc3[nH]ccc3c2)cc1OC	-0.9	-3.1	3.3	2.1	-0.1	0.6	-3.6	-5.9	3.4
COc1ccc(NC(=S)Nc2ccc3nccnc3c2)cc1	-0.4	-0.8	5.7	0.4	0.0	0.9	0.7	18.3	6.3
Cc1ccccc1N1C(=O)C2ON(c3ccccc3)C(c3ccco3)C2C1=O (centres undefined)	-1.1	-2.3	0.2	2.2	-0.1	3.7	-3.0	-7.3	6.6
Cc1cccc(CCNS(=O)(=O)c2ccc3c(c2)oc(=O)n3C)c1	1.9	-1.4	-14.0	1.2	0.0	-0.1	-3.4	-22.5	-4.0
COc1ccc(CN2CCc3cc(OC)c(OC)cc3C2)cc1O	-5.3	1.6	15.6	4.5	-0.1	1.2	-0.5	-13.8	-7.0
CCCc1cc(C(=O)N/N=C/c2cccn2C)cs1	1.6	6.7	4.4	2.0	-0.2	8.8	-1.6	5.5	2.4
COc1ccc(CNC(=O)CN(C)S(=O)(=O)c2ccc3c(c2)n(C)c(=O)c(=O)n3C)cc1	-5.7	-0.9	1.6	1.6	0.2	1.0	-1.8	7.4	-4.7
O=C(CC(c1ccccc1)c1cc(Br)ccc1O)NCCN1CCOCC1 (centres undefined)	-0.3	2.6	-3.4	-1.6	0.0	0.9	-4.8	1.5	-6.9
CN(CCN1CCc2ccccc2C1)Cc1nc(-c2ccc3c(c2)OCO3)no1	-4.3	1.2	10.1	-0.5	0.0	3.1	-0.4	22.4	5.8
COc1ccccc1NC(=O)c1cc(Cl)nnc1Cl	-2.0	1.4	-1.6	0.4	0.2	-5.0	-6.2	3.1	5.4
Clc1ccc(-c2ncc3ccccn23)c(Cl)c1	2.3	-0.3	-3.0	-0.1	-0.1	-1.3	3.1	5.5	5.0
CC(=O)N1CCN(S(=O)(=O)c2ccc3c(c2)OCCO3)CC1	.	.	10.7	-1.1	-0.1	.	-0.3	15.0	.
Cc1cc(CNC(=O)C2CCC(=O)N(CCc3cccc(F)c3)C2)on1 (centres undefined)	-1.4	4.0	14.6	1.5	-0.1	-7.2	-1.6	-13.3	-18.9
S=c1nc[nH]c2c1sc1nc(-c3ccccc3)c3c(c12)CCCC3	-2.4	1.3	9.9	-2.1	0.1	13.6	1.8	-0.9	-7.5
CS(=O)(=O)Nc1ccccc1C(=O)Nc1ccccc1C(=O)N1CCCC1	-3.2	0.2	2.0	1.6	0.0	-5.7	-3.7	2.4	-2.7

Complete entries as entered above. Order of values: TPT1 inhibitor | Fh CTSL1 inh | PREPL inh | PP5 inh | Efflux pump mplx | HCV core dimer | PP1 counter | ZTA counter | EBNA-1 inhibitor
CCCc1cc(C(=O)N/N=C/c2cccn2C)cs1 as listed: 1.6 | 6.7 | 4.4 | 2.0 | -0.2 | 8.8 | -1.6 | 5.5 | 2.4
Clc1ccc(-c2ncc3ccccn23)c(Cl)c1 as listed: 2.3 | -0.3 | -3.0 | -0.1 | -0.1 | -1.3 | 3.1 | 5.5 | 5.0
COc1ccccc1NC(=O)c1cc(Cl)nnc1Cl as listed: -2.0 | 1.4 | -1.6 | 0.4 | 0.2 | -5.0 | -6.2 | 3.1 | 5.4
O=C(CC(c1ccccc1)c1cc(Br)ccc1O)NCCN1CCOCC1 (centres undefined) as listed: -0.3 | 2.6 | -3.4 | -1.6 | 0.0 | 0.9 | -4.8 | 1.5 | -6.9

Further structures
SMILES	TPT1 inhibitor	Fh CTSL1 inh	PREPL inh	PP5 inh	Efflux pump mplx	HCV core dimer	PP1 counter	ZTA counter	EBNA-1 inhibitor
C=C(C)Cn1c(C)cc(C)c(S(=O)(=O)c2cccc(C)c2)c1=O	-2.2	-2.1	-4.1	5.1	-0.1	5.7	3.2	-8.3	1.8
COc1ccc(/C=N/NC(=O)CSc2n[nH]c(=O)[nH]c2=O)cc1	-3.7	-3.2	-1.8	-1.2	0.1	-0.3	-9.7	5.9	3.6
COc1cc(NC(=O)CCCOc2ccc(Cl)cc2Cl)c(C(=O)O)cc1OC	-1.1	0.6	9.2	1.9	0.0	1.0	7.4	-3.5	-5.8
CCO[C@H]1OC(C(=O)N2CCOCC2)=C[C@@H](c2ccccc2)[C@@H]1CCCO	2.6	1.1	6.8	0.0	0.1	-5.2	-4.2	6.2	1.8
CCCCOCCCNC1=NCCCCC1	-2.2	0.5	0.8	-0.3	0.1	0.2	-3.2	7.2	-1.6
CC(=O)/C=C/c1ccccc1O	0.0	5.0	2.6	0.8	0.1	-5.7	-5.1	4.9	2.6
O=C(CN1CCC(n2nnc3cc(F)ccc32)CC1)Nc1ccccc1N1CCOCC1	3.6	-6.1	25.8	2.2	0.0	-1.5	-3.1	-0.2	-2.5
COc1ccc(-c2nc3n(c(=O)c2C#N)CCS3)cc1	3.0	1.2	3.6	-0.4	0.3	-2.7	3.5	-20.6	0.0
C=CCc1c(OC)ccc2ccc(=O)oc12	-3.5	-1.4	-0.9	1.5	-0.1	2.5	2.2	-2.7	-1.0
COC(=O)C1CCN(C(c2cccs2)c2sc3nc(C)nn3c2O)CC1 (centres undefined)	-1.5	7.7	-8.7	-3.0	-0.3	-2.8	-1.5	-4.9	1.3
Cc1nn(C(C)C(=O)NC2CC2)c(=O)c2nn(-c3ccccc3)c(C)c12 (centres undefined)	2.6	2.2	15.5	0.8	0.0	-7.2	-1.5	5.2	-14.2
CN(C)S(=O)(=O)c1cccc(NC(=O)COC(=O)c2cc3ccccc3oc2=O)c1	-6.6	3.0	20.1	-2.1	-0.1	0.2	-2.1	-1.7	7.9
CCCOC(=O)C1C2C=CC3(CN(c4ccc(Cl)c(F)c4)C(=O)C13)O2 (centres undefined)	0.1	3.0	-3.1	2.2	0.0	1.0	-5.3	-4.9	0.8
CN(C)CCCn1c(SCc2c(Cl)cccc2Cl)nnc1-c1ccncc1	-2.5	-3.2	-16.2	-2.6	-0.1	8.0	-0.6	3.5	6.3
Cc1nc2ccccc2c2oc(C(=O)N3CCC(C)CC3)cc12	1.6	1.8	-0.5	-0.5	0.0	11.7	-2.2	14.7	11.3
O=C(CCNC(=O)c1ccc([N+](=O)[O-])cc1)Nc1ccc(S(=O)(=O)N2CCOCC2)cc1	1.4	1.3	-6.6	0.8	0.0	2.6	-8.9	12.3	-1.9
O=C(CSc1ccc(-c2ccc(F)cc2)nn1)N1CCOCC1	-1.0	0.2	6.4	-1.1	-0.1	1.6	-0.2	12.9	-2.1
O=C(C(c1ccccc1)c1ccccc1)N1CCN(CCN2C(=O)c3cccc4cccc(c34)C2=O)CC1	1.8	-1.2	2.4	2.6	0.6	6.9	11.8	12.1	-12.5
C=CCn1c(Cc2ccc(OC)cc2)nnc1SCC(=O)c1cccc([N+](=O)[O-])c1	-3.1	0.3	28.2	4.5	-0.1	5.1	2.4	-16.1	4.6
CN(C)c1nc(Oc2ccc(=O)[nH]n2)nc(N2CCCCC2)n1	1.4	2.6	6.0	1.2	0.0	-0.3	-2.6	-7.1	6.6
O=C(NCc1ccccc1)c1nccnc1CO	-0.8	-1.6	17.9	-3.4	0.0	1.8	-3.2	9.8	0.2

Compound activity from PubChem BioAssay.
